# High-throughput results as filed in PubChem BioAssay.
# hcGAS inh: human cGAS inhibition | Q8N884 | hit rate 0.081% among 290,000 | AID 1259398 | recombinant h-cGAS, ATP depletion, Kinase-Glo luminescence | inhibition, % at 12.5 µM;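 note: 0% = vehicle reaction and 100% = reaction without DNA for no activity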
# Target sequence (Q8N884 whole entry, looked up): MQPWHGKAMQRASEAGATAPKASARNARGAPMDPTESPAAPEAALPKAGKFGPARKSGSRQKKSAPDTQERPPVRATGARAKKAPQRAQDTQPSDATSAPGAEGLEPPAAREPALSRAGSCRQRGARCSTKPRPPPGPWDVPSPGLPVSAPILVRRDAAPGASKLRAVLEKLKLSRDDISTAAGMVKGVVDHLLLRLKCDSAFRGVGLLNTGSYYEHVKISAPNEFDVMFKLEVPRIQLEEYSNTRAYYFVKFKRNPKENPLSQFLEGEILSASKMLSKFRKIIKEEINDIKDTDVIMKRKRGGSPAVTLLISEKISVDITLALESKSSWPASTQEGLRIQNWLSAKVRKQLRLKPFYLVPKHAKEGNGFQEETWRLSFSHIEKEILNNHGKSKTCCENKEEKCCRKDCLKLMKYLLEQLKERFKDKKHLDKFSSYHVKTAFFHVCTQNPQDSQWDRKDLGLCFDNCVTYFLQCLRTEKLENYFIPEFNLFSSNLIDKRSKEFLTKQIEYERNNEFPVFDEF
# NPYLR7 agonist: mosquito NPYLR7 agonism | HEK293T NPYLR7/Galpha15, GCaMP6s calcium fluorescence | activation, % at 10 µM | hit rate 0.15% among 270,000 | AID 1259423; in the data active = activation above about 40%;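 note: 0% = vehicle and 100% = reference agonist at the receptor; some compounds past the cut are filed as inactive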
# mcGAS inh: blocks mouse cGAS activity | hit rate 0.15% among 160,000 | inhibition, % at 12.5 µM | Q8C6L5 | AID 1259399 | recombinant cGAS, Kinase-Glo ATP depletion luminescence;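 note: 0% = negative control wells and 100% = reference inhibitor with no enzyme activity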
# Starred values were filed as active, the others as inactive; . = no result given; & = joins results of further samples. Cut-off read from the data, not from the text of the source, unless noted: active = inhibition above about 40%; inactive = the rest. No enrichment for hits; overall some 0.27% were active at least once.
SMILES,hcGAS inh,NPYLR7 agonist,mcGAS inh
Brc1ccc2nc(-c3cccs3)cn2c1,-10,14,-8
O=C(NCCC(=O)N1CCOC(COc2ccc(F)cc2)C1)OCc1ccccc1 (centres undefined),-2,25,.
COc1ccc(-c2cn3nc(SCC(=O)Nc4nc5ccc(C)cc5s4)ccc3n2)cc1,-8,9,.
Cc1ccc(CN2C=Nc3ccccc3S2(=O)=O)cc1,6,7,.
Cc1nc2ccc(Cl)cn2c1C(=O)NC1CCC(n2cnnc2)CC1 (centres undefined),-8,6,.
CC1(C(=O)N2CCCC2)CCN1C(=O)Cc1ccc(Cl)cc1Cl (centres undefined),1,-5,-2
CCC12CC3CC(C1)CC(C(=O)O)(C3)C2,-2,6,.
COc1ccc(F)c(-c2ncccc2NC(=O)C(C)C)c1,-1,8,-13
CC(=O)N1CCN(CC(=O)Nc2cc(Cl)ccc2F)CC1,-7,-4,.
CC(=O)N1CCC(Cn2cc(Cn3c(C)nc4ccccc43)nn2)CC1,-6,17,.
O=C(Cn1c(O)c(N=Nc2ccc(F)cc2)c2cc(Cl)ccc21)Nc1ccccc1F,1,-1,-1
CCOC(=O)CN1C(=O)CN(C(=O)COC)CCC(OC)c2ccccc21 (centres undefined),-8,6,-6
CCOC(=O)c1ccc(N=C2SC(C(=O)Nc3ccc(F)cc3)CC(=O)N2C)cc1 (centres undefined),6,3,0
O=C(NCC1(Sc2ccccc2)CC1)C1CCOCC1,-7,12,.
Cn1nc2c(c1C(=O)N1CCn3c(C(N)=O)cnc3C1)CCCC2,-6,10,.
Nc1c(C(=O)NCc2cccs2)c2nc3ccccc3nc2n1/N=C\c1ccccc1O,-6,23,-8
CC(C(=O)Nc1ccccc1C#N)N1CCC(C(=O)N2CCCC2)CC1 (centres undefined),4,5,-3
COc1ccc(CN(C)Cn2[nH]c(-c3ccc(C)cc3)nc2=S)c(OC)c1OC,-3,-5,.
Cc1nc(Nc2ccc(NC(=O)C(C)C)cc2)cc(-n2cccn2)n1,-2,-7,-7
CC1(Cc2ccc(C(=O)c3ccccc3)cc2)C(=O)Nc2c(Cl)ccc(Cl)c21 (centres undefined),4,1,-2
NCCSc1c(-c2ccccc2)[nH]c2ccccc12,-6,-3,-9
CC(=O)c1cccc(NC(=O)CSc2nc(=O)n(CCN3CCOCC3)c3c2CCCC3)c1,-9,-3,-7
O=C(CCC(=O)N1CCC(c2ccncc2)CC1)Nc1cccc(O)c1,0,-2,.
O=C(c1ccc(CSc2nc3cc(Cl)ccc3o2)cc1)N1C2CCC1CC(Oc1ccc3c(c1)OCO3)C2 (centres undefined),-17,6,-7
Cc1ccc(C)c(S(=O)(=O)Nc2ccc(Nc3ccc(-n4ccc(C)n4)nn3)cc2)c1,-1,-3,-1
COc1cc(O)ccc1-c1nccn1C1CCN(Cc2ccccc2)C1 (centres undefined),-4,3,.
Cc1cc2c(cc1C)NC(CC(=O)NC(C)C)C(=O)N2 (centres undefined),-5,2,.
COc1ncc(CN2CCC(CNC(=O)c3ccoc3C)C2)cn1 (centres undefined),-3,4,.
COc1ccc(CN2CCN(Cc3cnc(C)s3)CC2CCO)cc1C (centres undefined),-7,-8,.
O=C1C(C(c2ccco2)N2CCN(c3ccccc3F)CC2)Sc2nc(-c3ccco3)nn21 (centres undefined),-3,2,-7
CCOC(=O)C1(Cc2ccccc2Cl)CCN(S(=O)(=O)c2cccc(F)c2)CC1,-6&-1,9&9,-4
COc1ccc(OCCSc2ncnc3nc[nH]c23)cc1,8,5,0
CCOC(=O)c1ccc(NC(=O)N2CCC3(CC2)SCCN3C(=O)c2ccc(Br)cc2)cc1,-7,.,-4
COc1ccc(S(=O)(=O)NC2CCCC2)cc1,-16,-1,.
CCNC(=S)N1CCC(C(NC(=O)c2ccccc2C)C(=O)N2CCCC2)CC1 (centres undefined),-7,16,-6
CCc1cccc2c(C(CC(=O)NCCCOC)c3cccc(OC)c3OC)c[nH]c12 (centres undefined),6,-6,3
CCn1c(O)c(C(C)=NC(Cc2ccccc2)C(=O)OC)c(=O)n(CC)c1=S (centres undefined),-3,-2,.
Cc1noc(C(C)NC(=O)c2cc3c(s2)CCC(C(C)(C)C)C3)n1 (centres undefined),-1,3,.
Cc1cc2cc(CCNC(=O)c3cc4ccccc4o3)c(=O)[nH]c2cc1C,-7,1,-7
COc1cccc(F)c1-c1c(-c2ccccc2)ncn1CCc1cc(=O)[nH]cn1,-4,2,-11
COc1cc(CC(=O)N2CCC3(CCCNC3)C2)cc(OC)c1OC (centres undefined),-6,20,-11
C=CCn1c(SCC(C)=O)nc2sc3c(c2c1=O)CCCC3,-2,18,-6
CC(C)c1ccc(-n2ccc3nc(N4CCOCC4)ncc3c2=O)cc1,-8,6,.
O=C(NCCCn1nc(-c2ccco2)ccc1=O)Nc1ccc(OC(F)(F)F)cc1,-4,-3,.
CN1C(=O)NC(c2cccc(Cl)c2Cl)C2=C1CN(CC(=O)NC1CCCc3ccccc31)C2=O (centres undefined),-7,1,-4
C[C@]1(OC(=O)/C=C/c2ccccc2)C[C@@H](O)[C@]2(O)C=CO[C@@H](O[C@@H]3O[C@H](CO)[C@@H](O)[C@H](O)[C@H]3O)[C@@H]21,-9,26,.
NC(=O)c1c(NC(=O)CSc2nnnn2C2CCCC2)sc2c1CCC2,-4,0,.
C=C(C)COc1ccc(C(=O)NCCc2ccncc2)cc1,-2,-8,-3
CCc1nc2ccc(C(=O)NCCN(C)C)cn2c1N(C)CCC(C)C,-5,-4,-3
CC(C)(C)C(=O)C(Cc1ccc(C#N)cc1)=C(O)C(C)(C)C,-12,9,.
CCN(C)C(=O)c1cc(N2CCN(c3ccc(OC)cc3)CC2)nc2ccccc12,-3,7,-2
CCOC(=O)C1(C)CCCN1C(=O)c1ccncc1 (centres undefined),-17,7,.
CCC(CC)C(=O)N(C)c1c(C)nc2c(OCCC3CCCCC3)cccn12,-5,9,-2
CCCc1cc(=O)n(CC(=O)Nc2ccc([N+](=O)[O-])cc2)c(-n2nc(C)cc2C)n1,-12,0,-8
Cc1ccc(N=Cc2c(Nc3cccc(Cl)c3)nc3c(C)cccn3c2=O)cc1,-6,-3,-8
c1ccc(NNC2=NCCS2)cc1,-10,-3,.
COc1ccc(OC)c2c1CN(C(=O)C(NC(=O)c1ccc(Cl)cc1)C(C)C)CC2O (centres undefined),-4,5,-7
COc1ccc(NC(=O)c2cnn3c2NC(c2ccco2)CC3C(F)(F)F)cc1OC (centres undefined),-8,-1,-7
O=C(NC1CCN(c2ccccc2C(=O)NCCc2ccccc2)CC1)c1cccc(F)c1,-4,-1,-4
CCC(CO)NCC(O)Cn1c2c(c3cc(C)ccc31)CCCC2 (centres undefined),0,-3,.

# Next part.
SMILES,hcGAS inh,NPYLR7 agonist,mcGAS inh
COc1ccc(-n2c(=O)[nH]c3c(C(N)=O)nc(-c4cccnc4)nc32)cc1OC,-6,15,-8
COc1ccc(NC(=O)CSc2nc(=O)n3cc(C)ccc3n2)c(OC)c1,-1,2,-1
O=C(NN=Cc1ccc(F)cc1)c1[nH]nc2c1CCc1ccccc1-2,-7,2,.
CCn1c(=O)[nH]c2sc3c(c2c1=O)CCN(C(=O)C1CC=CCC1)C3 (centres undefined),-1,.,2
O=C(O)c1c[nH]c2ccc(S(=O)(=O)NC3CCCCC3)cc2c1=O,-3,1,-3
COc1cccc(C2c3cccn3CCCN2Cc2ccc(F)c(F)c2)c1 (centres undefined),-11,15,-7
O=C(c1cscn1)N1CCC2(CCCN(Cc3ccccc3F)C2=O)C1 (centres undefined),-6,8,.
Cc1cc(Cl)ccc1OCC(=O)NN=Cc1ccco1,-6,4,.
CCOc1ccc2c(c1)sc(=N)n2Cc1cc(C)cc2cccnc12,-5,7,.
C=CCSc1nc(C)c(CC=C)c(=O)[nH]1,-3,1,.
Cc1cc(C)c(C(=O)COC(=O)c2ccc(Cl)c(S(=O)(=O)N3CC(C)OC(C)C3)c2)cc1C (centres undefined),-1,-2,-1
CNC(=O)c1ccsc1NC(=O)c1ccc(Br)cc1,-10,5,.

# Part of the list above in another layout:
structure | hcGAS inh | NPYLR7 agonist | mcGAS inh
CCN(C)C(=O)c1cc(N2CCN(c3ccc(OC)cc3)CC2)nc2ccccc12 | -3 | 7 | -2
CCOC(=O)C1(C)CCCN1C(=O)c1ccncc1 (centres undefined) | -17 | 7 | .
CCC(CC)C(=O)N(C)c1c(C)nc2c(OCCC3CCCCC3)cccn12 | -5 | 9 | -2
CCCc1cc(=O)n(CC(=O)Nc2ccc([N+](=O)[O-])cc2)c(-n2nc(C)cc2C)n1 | -12 | 0 | -8
Cc1ccc(N=Cc2c(Nc3cccc(Cl)c3)nc3c(C)cccn3c2=O)cc1 | -6 | -3 | -8
c1ccc(NNC2=NCCS2)cc1 | -10 | -3 | .
COc1ccc(OC)c2c1CN(C(=O)C(NC(=O)c1ccc(Cl)cc1)C(C)C)CC2O (centres undefined) | -4 | 5 | -7
COc1ccc(NC(=O)c2cnn3c2NC(c2ccco2)CC3C(F)(F)F)cc1OC (centres undefined) | -8 | -1 | -7
O=C(NC1CCN(c2ccccc2C(=O)NCCc2ccccc2)CC1)c1cccc(F)c1 | -4 | -1 | -4
CCC(CO)NCC(O)Cn1c2c(c3cc(C)ccc31)CCCC2 (centres undefined) | 0 | -3 | .
COc1ccc(-n2c(=O)[nH]c3c(C(N)=O)nc(-c4cccnc4)nc32)cc1OC | -6 | 15 | -8
COc1ccc(NC(=O)CSc2nc(=O)n3cc(C)ccc3n2)c(OC)c1 | -1 | 2 | -1
O=C(NN=Cc1ccc(F)cc1)c1[nH]nc2c1CCc1ccccc1-2 | -7 | 2 | .
CCn1c(=O)[nH]c2sc3c(c2c1=O)CCN(C(=O)C1CC=CCC1)C3 (centres undefined) | -1 | . | 2
O=C(O)c1c[nH]c2ccc(S(=O)(=O)NC3CCCCC3)cc2c1=O | -3 | 1 | -3
COc1cccc(C2c3cccn3CCCN2Cc2ccc(F)c(F)c2)c1 (centres undefined) | -11 | 15 | -7
O=C(c1cscn1)N1CCC2(CCCN(Cc3ccccc3F)C2=O)C1 (centres undefined) | -6 | 8 | .
Cc1cc(Cl)ccc1OCC(=O)NN=Cc1ccco1 | -6 | 4 | .
CCOc1ccc2c(c1)sc(=N)n2Cc1cc(C)cc2cccnc12 | -5 | 7 | .

# Compounds listed so far that have a CF3 group, in the order listed:
SMILES,hcGAS inh,NPYLR7 agonist,mcGAS inh
O=C(NCCCn1nc(-c2ccco2)ccc1=O)Nc1ccc(OC(F)(F)F)cc1,-4,-3,.
COc1ccc(NC(=O)c2cnn3c2NC(c2ccco2)CC3C(F)(F)F)cc1OC (centres undefined),-8,-1,-7

# (cont.)
SMILES,hcGAS inh,NPYLR7 agonist,mcGAS inh
O=C(CSc1ncn[nH]1)Nc1cccc(S(=O)(=O)N2CCOCC2)c1,-4,-10,-6
C=CCc1ccc(OCCCOc2ccc(C)cc2OC)c(OC)c1,-1,17,.
COCCNC(=O)Nc1ccc(C(=O)N2CCCCC2)c(Cl)c1,-9,13,.
Cc1cnc(C(=O)Nc2ccccc2N2CCCCC2)cn1,7,-4,.
OC(CCN1CCCC1)(c1ccccc1)C1CCCCC1 (centres undefined),-4&-4&-7&-10,-6&-7&3,-5
CCCNC(=O)C1(C)CCCN(Cc2cccc(C#N)c2)C1 (centres undefined),0,5,-2
Cc1c(C(=O)N2CCN(C(=O)c3ccc4c(c3)OCO4)CC2)cc(-c2ccccc2)n1-c1ccc(F)cc1F,-6,.,-4
FC(F)(F)c1nnc2sc(-c3cccc4ccccc34)nn12,-6,5,-6
CC(C)(C)c1ccc(-n2ncc(C(=O)N3CCC4(CC3)OCCO4)c2N)cc1,-6,0,.
CCc1cc2c(=O)n(Cc3ccco3)c(=S)[nH]c2s1,-3,6,.
CN(C)c1ccc(C2CC(c3ccc(F)cc3)=Nc3nnnn32)cc1 (centres undefined),-9,24,-3
Cc1cn2c3c(=O)n(CC(C)C)c(=O)n(C)c3nc2n1-c1ccc(C(F)(F)F)cc1,1,0,.
